Cardiac RTF inh: cardiac RTF calcium desensitization; P19429+P45379; IANBD-labeled cardiac RTF, Ca2+ fluorescence; inhibition, % at 7.15 µM; 340,000 compounds, 0.12% hits; AID 493244;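 active = inhibition above the mean inhibition of all tested compounds plus 3 SD, cut at about 17% in these data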;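 note: assay run at fixed EC70 calcium of 1.6 mM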
OPRM1-OPRD1 inv: inverse agonist of human OPRM1-OPRD1 heterodimerization. 340,000 compounds, 0.21% hits. cell-based MOR-DOR heterodimer luminescence, inverse agonism. inhibition, % at 9.3 µM. AID 504357; in the data active = inhibition above about 22%, passing the limit was not always enough;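 note: 0% = cells with DMSO and 100% = wells without cells with DMSO; values of inactives mirror those of a sister screen read the other way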
Target sequence (P35372 whole entry, looked up): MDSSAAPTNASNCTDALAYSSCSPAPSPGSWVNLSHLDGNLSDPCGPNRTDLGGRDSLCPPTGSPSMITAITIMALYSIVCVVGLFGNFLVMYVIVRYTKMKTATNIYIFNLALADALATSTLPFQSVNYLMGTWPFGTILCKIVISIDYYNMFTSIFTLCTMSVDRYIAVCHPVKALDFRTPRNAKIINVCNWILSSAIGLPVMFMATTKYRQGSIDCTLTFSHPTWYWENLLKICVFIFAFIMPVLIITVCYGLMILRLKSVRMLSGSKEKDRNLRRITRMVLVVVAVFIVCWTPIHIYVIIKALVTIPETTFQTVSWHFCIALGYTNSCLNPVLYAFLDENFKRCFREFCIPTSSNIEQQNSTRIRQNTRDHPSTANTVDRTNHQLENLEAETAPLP
Target sequence (P41143 whole entry, looked up): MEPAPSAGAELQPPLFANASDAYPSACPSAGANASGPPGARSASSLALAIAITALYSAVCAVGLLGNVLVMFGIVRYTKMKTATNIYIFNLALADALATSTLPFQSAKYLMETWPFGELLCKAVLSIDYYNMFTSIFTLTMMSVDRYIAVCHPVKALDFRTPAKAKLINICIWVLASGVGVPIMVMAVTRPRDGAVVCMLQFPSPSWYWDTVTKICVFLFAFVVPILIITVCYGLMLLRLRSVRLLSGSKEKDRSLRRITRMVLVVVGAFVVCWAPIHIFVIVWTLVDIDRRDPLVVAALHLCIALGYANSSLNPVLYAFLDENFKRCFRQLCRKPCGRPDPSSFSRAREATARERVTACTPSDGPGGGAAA
LANA DNA inh: blocks KSHV LANA C-terminal domain binding to DNA | inhibition, % at 9 µM | 340,000 compounds, 0.078% hits | AID 504423 | MBP-C-LANA/FAM-LBS DNA binding, fluorescence polarization;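 active = highest replicate inhibition at or above 60% at 9 µM, even if other replicates fall short; inactive = all replicates below 60% inhibition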;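 note: 0% = neutral control wells and 100% = 4 µM acridine orange control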
CAL-PDZ inh HTS: CAL PDZ (human) peptide binding inhibition; purified CAL PDZ, TMR-peptide fluorescence polarization, 1 h; inhibition, % at 24.9 µM; 300,000 compounds, 0.92% hits; AID 602252;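 active = mean inhibition of at least 30% with at least half of replicates also reaching 30%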;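 note: 0% = DMSO neutral control and 100% = excess unlabeled competitor peptide PRC23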
OPRM1-OPRD1 ag: agonists of human mu-delta opioid receptor heterodimerization; AID 504326; activation, % at 9.3 µM; cells, OPRM1-OPRD1 heterodimerization, luminescence; P35372+P41143; 340,000 compounds, 0.3% hits; in the data active = activation above about 18%;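 note: 0% = vehicle-treated cells and 100% = reference agonist; values of inactives mirror those of a sister screen read the other way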
Keap1 Nrf2 FP: inhibitors of human Keap1-Nrf2 protein-protein interaction. Keap1 Kelch-Nrf2 peptide fluorescence polarization, 1536-well. inhibition, % at 9.4 µM. 340,000 compounds, 0.15% hits; in the data active = inhibition above about 12%;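 note: human Keap1 Kelch domain with fluorescein labeled Nrf2 9mer peptide probe; 0% = neutral control wells and 100% = peptide positive control; higher means more block of Keap1 binding to Nrf2 peptide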
cardiac RTF act: cardiac RTF calcium sensitization; activation, % at 7.2 µM; 340,000 compounds, 0.24% hits; IANBD-labeled TnC RTF fluorescence at EC20 calcium; 0% EC20 calcium, 100% full calcium;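 active = activation above the mean over all tested compounds plus 3 SD, cut at about 30% in these data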;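 note: rise in fluorescence read as greater calcium sensitivity of cardiac thin filaments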
HTR5A ag: HTR5A agonism, opioid heterodimer counter-screen; activation, % at 9.3 µM; 340,000 compounds, 0.61% hits; HTR5A agonist assay, luminescence, cell-based; P47898; in the data active = activation mostly above about 9.5%, no sharp cut-off; inactive = mostly below about 7.6%;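 note: 0% = cells with vehicle only and 100% = reference agonist; strong numbers were not always called active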
HTR5A inv ctr: HTR5A inverse agonism, opioid heterodimer counter-screen | inhibition, % at 9.3 µM | AID 504634 | 340,000 compounds, 0.083% hits | HTR5A cell line, luminescence | P47898; in the data active = inhibition mostly above about 23%, no sharp cut-off; inactive = mostly below about 18%;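 note: 0% = cells with DMSO and 100% = no-cell wells with DMSO; some compounds called inactive have numbers as strong as hits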
V-ATPase pH: alters yeast V-ATPase proton transport. S. cerevisiae, pHLuorin cytosolic pH fluorescence. response, % at 10 µM. 350,000 compounds, 0.37% hits. AID 504577; in the data active = response mostly above about 7.3%, no sharp cut-off; inactive = mostly below about 5.4%; note: actives read high; inactives centre near 0; some compounds called inactive have numbers as strong as hits; reference of the scale not given here
* marks the source's active call; other numbers are inactive results; . = not tested or not shown.

SMILES	Cardiac RTF inh	OPRM1-OPRD1 inv	LANA DNA inh	CAL-PDZ inh HTS	OPRM1-OPRD1 ag	Keap1 Nrf2 FP	cardiac RTF act	HTR5A ag	HTR5A inv ctr	V-ATPase pH
CSc1n[nH]c(=O)n1C1CCCCC1	0	12	0.8	.	-2.3	-1	3	-3	-2	-3
CN(c1ccccc1)c1nc(N)c([N+](=O)[O-])c(N2CCCC2)n1	-1	-1	1.9	-8	0.1	-2	2	0	0	2
Cc1ccc(C(c2nnnn2Cc2cccs2)N2CCN(C(=O)c3ccco3)CC2)cc1 (configuration not stated)	1	16	-1.1	1	-3.1	1	2	-1	1	3
Cc1ccc(S(=O)(=O)CCC(=O)Nc2ccc(Br)cc2)cc1	1	13	3.3	-3	-2.9	1	-7	0	2	1
CCCNS(=O)(=O)c1ccc(CCC(=O)N2CCOCC2)cc1	11	10	1.5	4	-1.6	-3	-2	0	-14	-2
O=C(CSc1n[nH]c(-c2ccco2)n1)Nc1ccccc1Cl	-6	-20	1.2	.	2.4	1	0	5	-33	12*
O=C(Nn1c(-c2ccccc2)nc2ccccc2c1=O)c1cccs1	-10	-7	-0.6	2	1.1	-8	0	10	-6	5
COc1cc(C(=O)N(C)Cc2cccc(OC)c2OC)ccc1OCC(=O)Nc1cccc(C(F)(F)F)c1	6	-30	1.5	-3	4.5	0	3	-2	-21	-6
CCOc1ccccc1OCC(=O)Nc1cc2c(cc1C(=O)O)OCCCO2	5	2	0.5	-7	-0.5	0	-7	0	-25	-3
Cc1occc1-c1nnc(SCCCC(=O)c2ccc(F)cc2)n1C	5	10	0.3	-1	-2.1	-3	-6	6	-15	0

With a hit mark in V-ATPase pH, among the entries above:
structure,OPRM1-OPRD1 inv,LANA DNA inh,CAL-PDZ inh HTS,OPRM1-OPRD1 ag,Keap1 Nrf2 FP,V-ATPase pH
O=C(CSc1n[nH]c(-c2ccco2)n1)Nc1ccccc1Cl,-20,1.2,.,2.4,1,12*

Next section:
SMILES	Cardiac RTF inh	OPRM1-OPRD1 inv	LANA DNA inh	CAL-PDZ inh HTS	OPRM1-OPRD1 ag	Keap1 Nrf2 FP	cardiac RTF act	HTR5A ag	HTR5A inv ctr	V-ATPase pH
COC(=O)c1cc(CNC(=O)C2CC(=O)N(c3ccc4c(c3)OCCO4)C2)ccc1OC (configuration not stated)	3	10	-0.1	-36	-2.5	2	2	-3	6	1
O=C(CC1Nc2ccccc2NC1=O)Nc1cc(Cl)cc(Cl)c1 (configuration not stated)	-10	-17	-3.0	.	2.9	-7	4	1	-3	0
CCSc1cnnc2ccccc12	8	6	0.9	-2	-1.2	-2	-6	-3	12	0
O=C(Nc1ccc(Cc2ccc(NC(=O)C3CC3)c(O)c2)cc1O)C1CC1	4	-2	-0.8	-4	0.3	0	-3	-1	-18	-5
CN1CCN(Cc2nc3c([nH]2)c(=O)[nH]c(=O)n3C)CC1	5	8	-0.8	-4	-1.5	-7	-3	2	-5	-2
CCC(=O)N(CCC(c1ccco1)C(C)C)Cc1ccccc1 (configuration not stated)	-6	-40	-0.7	3	8.1	-10	5	0	1	3
CC(C)CCN1C(Nc2ccccc2)=NC[C@@H]1CC(C)C	-1	10	-1.9	-2	-1.8	3	3	3	-10	-3
COc1cccc(NC(=O)CSc2nc3n[nH]c(C)c3c(=N)n2-c2cccc(OC)c2)c1	1	3	0.8	.	-0.8	-4	1	1	-9	-5
Cc1nc(-c2ccc(NS(=O)(=O)c3ccccc3)cc2)cs1	2	-5	-0.7	5	0.9	-2	-1	0	-1	3
CN(C)N1C(=O)CC(NNC(=O)c2ccncc2)C1=O (configuration not stated)	5	7	-1.6	-2	-1.2	-6	7	6	-19	1
Cc1cc(NC(=O)c2cc(C)on2)no1	3	10	1.8	-3	-1.8	3	-5	2	8	1
Cc1nnsc1C(=O)NNS(=O)(=O)c1cc(C(F)(F)F)cc(C(F)(F)F)c1	-5	7	-0.2	3	-1.5	2	1	5	-35	-2
CN1CCN(c2ccc(Cl)cc2NC(=O)C2COc3ccccc3O2)CC1 (configuration not stated)	-2	-26	0.1	71*	4.8	2	-7	-1	9	-2
O=C(NC(c1ccccc1)c1ccccc1)C1CCCN(S(=O)(=O)c2cnc[nH]2)C1 (configuration not stated)	-6	3	0.7	-9	-0.6	-4	2	3	-10	1
COc1ccc(N(CC(=O)NCc2ccccc2Cl)S(=O)(=O)c2c(C)n[nH]c2C)cc1	-4	5	0.5	-1	-0.9	5	6	0	-10	-3
O=C(c1ccc(CS(=O)Cc2ccc(Cl)cc2)o1)N1CCN(c2cccc(Cl)c2)CC1 (configuration not stated)	-10	1	-1.1	5	-0.2	3	0	-1	-14	-1
COc1ccc2c(c1OC)C(=O)OC2n1c(O)c(N=NC(C)=O)c2ccccc21 (configuration not stated)	-1	6	-0.7	-3	-1.1	6	0	-1	10	-5
COc1ccc(CCNC(=O)c2ccc(S(=O)(=O)N(C)c3ccccc3)cc2)cc1OC	-5	12	0.1	-6	-1.8	3	-10	-3	10	0
COc1cccc(N(CC(=O)N2CCN(C)CC2)S(=O)(=O)c2ccc(C)cc2)c1	4	14	-1.1	-5	-2.4	-5	8	5	-14	2
Cc1ccc2nc(N/N=C/c3ccccc3F)nc(-c3ccccc3)c2c1	9	0	2.1	1	-0.1	4	5	2	-5	2
Cc1c(N(C)C(=O)C23CC4CC(CC(C4)C2)C3)c(=O)n(-c2ccccc2)n1C	-6	12	-1.1	0	-2.8	-1	-5	-1	1	-2
NC(=O)c1ccc(C23CC4CC(CC(C4)C2)C3)o1	-6	3	-0.8	-4	-0.5	-4	-5	0	-3	-3
Cc1nc2nc3c(c(=O)n2[nH]1)CCC3	-2	0	-1.8	-4	-0.1	-2	1	1	-4	0
CCOc1ccc(N=C2SCC(=O)N2CC)cc1	-3	-2	0.6	.	0.5	1	11	1	0	5
CN(Cc1ccccc1)C(=O)c1cccc(NC(=O)Cc2ccc(NC(=O)C3CCCN(C(=O)c4ccccc4)C3)cc2)c1 (configuration not stated)	1	2	5.7	-1	-0.5	2	-1	2	-7	-1
COC(=O)Cc1[nH]nc2c1C(c1c[nH]c3ccccc13)C(C#N)=C(N)O2 (configuration not stated)	-5	20	2.6	-3	-3.6	-3	8	-1	11	-1
Cc1nn(-c2ccc(Cl)cc2)c2[nH]c(=O)c(CNCc3ccc4c(c3)OCO4)cc12	-6	4	0.8	.	-0.8	2	-1	6	-20	-4
Cc1ccc(OCc2nc(-c3ccccn3)no2)c(Br)c1	-5	8	-0.5	-1	-1.3	-3	-6	-5	-12	1
CCn1nc(NC(=O)C2CCCO2)c2cc3cc(C)ccc3nc21 (configuration not stated)	15	11	-0.7	-6	-2.3	1	-6	1	-7	9
O=C(COC(=O)/C=C/c1ccc(OC(F)F)cc1)Nc1cccc(S(=O)(=O)N2CCCC2)c1	-9	-5	-0.7	-2	0.8	1	2	0	-13	-1

Structures listed so far containing two or more sulfur atoms:
SMILES	Cardiac RTF inh	OPRM1-OPRD1 inv	LANA DNA inh	CAL-PDZ inh HTS	OPRM1-OPRD1 ag	Keap1 Nrf2 FP	cardiac RTF act	HTR5A ag	HTR5A inv ctr	V-ATPase pH
Cc1nc(-c2ccc(NS(=O)(=O)c3ccccc3)cc2)cs1	2	-5	-0.7	5	0.9	-2	-1	0	-1	3
Cc1nnsc1C(=O)NNS(=O)(=O)c1cc(C(F)(F)F)cc(C(F)(F)F)c1	-5	7	-0.2	3	-1.5	2	1	5	-35	-2

The list continues.
SMILES	Cardiac RTF inh	OPRM1-OPRD1 inv	LANA DNA inh	CAL-PDZ inh HTS	OPRM1-OPRD1 ag	Keap1 Nrf2 FP	cardiac RTF act	HTR5A ag	HTR5A inv ctr	V-ATPase pH
CN(C(=O)Cn1nnc(-c2ccc(F)cc2)n1)C1CCS(=O)(=O)C1 (configuration not stated)	2	1	-0.8	-1	-0.2	0	-8	1	-4	5
FC(F)(F)c1nnc2c(Sc3ccccc3)nc3ccc(Cl)cc3n12	2	26	0.0	.	-5.7	-6	-6	-4	-5	1
O=c1c(-c2n[nH]c(=S)n2-c2ccccc2)cccn1Cc1cccc(Cl)c1	4	19	-1.0	-3	-4.1	4	-3	-7	17	-2
CC(/C=N/NC(=S)Nc1cccc(S(=O)(=O)N(C)C)c1)c1ccccc1 (configuration not stated)	-10	6	0.8	-1	-1.1	-1	-3	2	11	4
O=C1CC(c2ccc3c(c2)OCO3)CN1 (configuration not stated)	-4	7	1.8	-4	-1.3	-1	-7	-1	-6	2
CCCCN(C)C(=O)C1CCN(Cc2cccc(OCc3ccccc3)c2)CC1	-13	11	5.0	-7	-2.4	-5	4	2	-6	0
O=C(O)/C=C/c1cnc[nH]1	-3	2	-2.5	-1	-0.4	-5	3	-3	10	-5
CCc1cccc(NC(=O)C2CCCN(S(=O)(=O)c3ccc4[nH]c(=O)ccc4c3)C2)c1 (configuration not stated)	6	14	0.3	-3	-2.8	-3	5	-1	0	4
CCC(=O)Nc1cc(SCCO)cc([N+](=O)[O-])c1	-4	11	-2.9	-2	-2.0	0	-4	1	19	9
Cc1ccc(S(=O)(=O)NN=C2CC3CCC2(C)C3(C)C)cc1 (configuration not stated)	-1	-29	-2.1	-1	6.6	5	-2	3	-10	2
NC(=O)CC[C@@H]1NC(=O)[C@H](Cc2ccc(O)cc2)NC(=O)c2cc([N+](=O)[O-])cc(F)c2OCC[C@@H](C(N)=O)NC1=O	-2	10	-0.8	-2	-1.8	2	15	0	16	-3
CCn1c(=O)c(C(=O)Nc2ccc(C)cc2C)c(O)c2ccccc21	-2	8	0.1	-1	-1.6	2	0	3	-13	0
CCOc1ccc(N(C(=O)c2ccc3c(c2)OCO3)C2C=CS(=O)(=O)C2)cc1 (configuration not stated)	1	15	-1.4	2	-3.0	-1	0	7	8	2
Cc1cc(/C=C2/NC(=O)N(Cc3ccccc3F)C2=O)c(C)n1C	-9	-11	-1.0	0	1.5	-6	19	-3	8	-2

Copied from the list.
Entry for `Cc1cc(NC(=O)c2cc(C)on2)no1` in OPRM1-OPRD1 inv: 10
Entry for `CCCCN(C)C(=O)C1CCN(Cc2cccc(OCc3ccccc3)c2)CC1` in cardiac RTF act: 4
Entry for `O=C1CC(c2ccc3c(c2)OCO3)CN1` (configuration not stated) in CAL-PDZ inh HTS: -4
Entry for `O=C(NC(c1ccccc1)c1ccccc1)C1CCCN(S(=O)(=O)c2cnc[nH]2)C1` (configuration not stated) in LANA DNA inh: 0.7
Entry for `NC(=O)c1ccc(C23CC4CC(CC(C4)C2)C3)o1` in V-ATPase pH: -3

Screens: PubChem, several laboratories
